Source: PubChem
RGS7-Gao – human RGS7-Galphao interaction regulation | AID 1439 | P09471 | actives 0.35% (n = 220,000) | Multiplexed bead flow cytometry, RGS7-Galphao binding; actives lie on both sides | binding response (% of control), % at 10 µM; in the data active = binding response below about 49% or above about 150%; inconclusive = no clear call, values can overlap the other calls; inactive = in between;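 also: fluorescent Galphao held in activated GDP-AlF4 state binding bead-coupled RGS7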
Target sequence (P09471 whole entry, looked up): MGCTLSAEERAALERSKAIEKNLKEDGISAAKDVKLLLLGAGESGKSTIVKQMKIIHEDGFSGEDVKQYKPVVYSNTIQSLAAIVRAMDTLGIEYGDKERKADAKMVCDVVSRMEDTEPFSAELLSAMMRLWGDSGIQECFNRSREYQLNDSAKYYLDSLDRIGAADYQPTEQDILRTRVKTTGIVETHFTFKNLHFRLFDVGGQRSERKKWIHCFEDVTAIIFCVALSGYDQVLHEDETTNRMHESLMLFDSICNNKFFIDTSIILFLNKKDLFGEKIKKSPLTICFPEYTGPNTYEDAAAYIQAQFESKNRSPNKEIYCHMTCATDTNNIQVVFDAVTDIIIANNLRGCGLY
Bim-Bcl-2 – disrupts Bim peptide binding to human Bcl-2; P10415; Bead-based flow cytometry, Bim peptide-Bcl-2 binding; inhibition, % at 10 µM; actives 0.06% (n = 190,000); AID 950; in the data active = inhibition above about 40%; inconclusive = no clear call, values can overlap the other calls;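 also: 0% = no compound wells with probe peptide and 100% = reference peptide inhibitor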
Bim-Bcl-B – human Bim-Bcl-B interaction inhibition. Q9HD36. bead-based flow cytometry, Bim peptide-Bcl-B binding. inhibition, % at 10 µM. actives 0.073% (n = 190,000). AID 951;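 also: 0% = tracer peptide without compound and 100% = reference inhibitor peptide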
Target sequence (Q9HD36 whole entry, looked up): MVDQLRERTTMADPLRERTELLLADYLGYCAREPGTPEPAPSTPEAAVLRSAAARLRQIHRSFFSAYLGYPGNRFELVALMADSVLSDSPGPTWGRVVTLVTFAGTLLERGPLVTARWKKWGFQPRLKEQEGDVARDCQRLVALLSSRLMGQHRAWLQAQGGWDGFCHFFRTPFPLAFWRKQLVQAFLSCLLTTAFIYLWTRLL
Bcl-W Bim block – inhibitors of Bim-Bcl-W interaction, human. inhibition, % at 10 µM. AID 952. actives 0.02% (n = 190,000). Q92843. bead-based flow cytometry, Bim peptide-Bcl-W binding;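 also: 0% = bound tracer without compound and 100% = peptide blocker; higher means less fluorescent Bim peptide bound to Bcl-W beads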
Target sequence (Q92843 whole entry, looked up): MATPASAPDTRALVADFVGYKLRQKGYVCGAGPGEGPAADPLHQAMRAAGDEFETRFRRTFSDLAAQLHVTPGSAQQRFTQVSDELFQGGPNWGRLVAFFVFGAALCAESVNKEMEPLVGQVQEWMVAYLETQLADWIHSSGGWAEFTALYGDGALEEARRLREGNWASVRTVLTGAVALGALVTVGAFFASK
Bim-Bcl-XL – human Bim-Bcl-XL interaction inhibition; Q07817; actives 0.04% (n = 190,000); inhibition, % at 10 µM; Bim peptide-Bcl-XL binding, bead flow cytometry, fluorescence
Target sequence (Q07817 whole entry, looked up): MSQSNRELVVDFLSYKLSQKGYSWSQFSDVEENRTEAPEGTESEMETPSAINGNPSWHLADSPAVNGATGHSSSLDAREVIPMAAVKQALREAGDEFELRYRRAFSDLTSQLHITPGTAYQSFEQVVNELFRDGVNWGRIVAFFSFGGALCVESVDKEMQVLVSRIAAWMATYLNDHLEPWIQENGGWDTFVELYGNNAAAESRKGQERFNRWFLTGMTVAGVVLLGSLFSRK
Mcl1 Bid PPI – Mcl-1/Bid interaction inhibition; Q07820; TR-FRET Mcl-1/Bid-Dy647 peptide binding, 1536-well; inhibition, % at 21.7 µM; actives 0.97% (n = 220,000);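 active = compounds that cut the binding signal by more than half at the single screening dose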;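 also: His-tagged Mcl-1 with europium anti-His antibody binding Bid BH3 peptide; 0% = Mcl-1 plus peptide wells and 100% = peptide-only wells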
Bim-Bfl-1 – disrupts Bim binding to human Bfl-1; Q16548; Bead-based flow cytometry, Bim-Bfl-1 binding inhibition; inhibition, % at 10 µM; actives 0.12% (n = 190,000);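 also: 0% = wells without compound plus tracer and 100% = blocker peptide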
GSH fluor – GSH bead compound fluorescence profile; GSH beads flow cytometry, compound fluorescence 488/530 nm; stronger effect = higher value; actives 0.25% (n = 190,000); fluorescence (KMESF) at 10 µM; in the data active = fluorescence above about 89;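 also: glutathione beads carrying GST-tagged Bcl family fusion proteins plus one bare bead set; values are compound well signal with DMSO vehicle wells as background; inactives centre near 16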
RGS4-Gao reg – human RGS4-Galphao interaction regulation | Multiplexed bead flow cytometry, RGS4-Galphao binding; actives lie on both sides | binding response (% of control), % at 10 µM | actives 0.33% (n = 220,000) | AID 1415; in the data active = binding response below about 49% or above about 150%; inactive = in between;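 also: fluorescent Galphao activated with aluminum fluoride binding bead-coupled RGS4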
Mcl-1 Bim block – inhibitors of Bim-Mcl-1 interaction, human; Q07820; Bead-based flow cytometry, Bim peptide-Mcl-1 binding; inhibition, % at 10 µM; actives 0.1% (n = 190,000); AID 1009;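 also: 0% = no compound tracer wells and 100% = peptide blocker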
RGS8-Gao – modulates binding of RGS8 to human Galphao; P09471; multiplexed bead flow cytometry; actives lie on both sides; response (percent of control binding), % at 10 µM; actives 0.34% (n = 220,000); AID 1423; in the data active = response below about 60% or above about 140%; inactive = in between;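 also: Galphao activated as the GDP aluminium fluoride complex binding bead-coupled RGS8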
Numbers without * were called inactive; ? = inconclusive; · = no result given. Rule as the data show it, unless noted: active = inhibition above about 40%.

structure,RGS7-Gao,Bim-Bcl-2,Bim-Bcl-B,Bcl-W Bim block,Bim-Bcl-XL,Mcl1 Bid PPI,Bim-Bfl-1,GSH fluor,RGS4-Gao reg,Mcl-1 Bim block,RGS8-Gao
COc1ccc(CNC(=O)Nc2ccc(C)c(C)c2)cc1,101,0,1,0,0,-5,5,11,100,0,97
O=C(Nc1nc2ccccc2[nH]1)c1ccc([N+](=O)[O-])cc1,98,-1,-5,0,0,-2,-4,20,102,2,98
O=C(c1ccc(S(=O)(=O)Nc2ccc(F)cc2)cc1)N1CCN(C(=O)c2ccco2)CC1,100,-6,-5,0,-9,6,-11,23,100,0,99
COc1ccccc1OC1OC2COC(c3ccco3)OC2C(O)C1NC(C)=O (configuration not stated),82,0,0,-4,-5,-34,5,9,93,-7,89
CC(C)CC(=O)Nc1ccc2c3c(cccc13)CC2,100,4,-1,2,-2,10,2,21,100,0,103
CCCCNS(=O)(=O)c1ccc(NC(=O)c2cccs2)cc1,93,-4,-4,0,-3,-12,-4,14,100,-2,102
Cc1c([N+](=O)[O-])c([N+](=O)[O-])nn1CC(=O)NCCc1ccccc1,87,0,-8,0,-7,-7,0,6,91,-2,88
Cc1ccccc1CN1CCN(S(=O)(=O)c2ccc(F)cc2)CC1,97,-11,-5,0,-3,60*,-18,20,96,1,99
CN(C)S(=O)(=O)N1CCN(c2ccc([N+](=O)[O-])c(N3CCOCC3)c2)CC1,?,-4,-1,1,1,-28,-5,17,104,0,101
Cc1cc2ccccc2n1CCC(=O)O,113,0,1,2,0,-44,6,30,107,3,120
Cc1ccnc(NC(=O)c2ccc([N+](=O)[O-])o2)c1,72,3,5,0,6,-10,3,29,63,3,88
N#CC1(C#N)CC(C=O)=C(N)C1(C#N)CC(=O)C12CC3CC(CC(C3)C1)C2 (configuration not stated),97,1,-3,0,-1,-11,0,6,100,-3,102
CCOc1ccccc1OCCCC(=O)N(C)CC(=O)Nc1cc(C)ccc1C,98,-2,-1,-1,-2,-3,-5,17,99,-2,99
S=C(c1ccc(-c2cccc(Cl)c2)o1)N1CCOCC1,105,-20,-18,-9,-15,-14,-19,27,99,-10,96
O=C(NCc1ccccc1)C1=C[C@@H](c2csc3ccccc23)C[C@@H](OCCCCO)O1,104,-4,-5,-2,-4,-3,-4,20,103,-5,103
Cc1ccc(S(=O)(=O)N2CCC(=O)N(C(COCc3ccc(C(F)(F)F)cc3)Cc3ccccc3)CC2)cc1 (configuration not stated),96,-1,-1,-1,-2,-3,-2,19,98,0,101
CCCCn1c(=O)[nH]c2ccccc21,103,-4,-3,1,-3,-23,-8,19,101,0,101
C=CCC(NCc1ccco1)c1ccc(OC)c(OC)c1 (configuration not stated),104,0,-1,0,-2,5,-3,15,103,0,102
CCC(=O)N1CCc2cc(S(=O)(=O)N3CCN(C(=O)c4ccco4)CC3)ccc21,104,-1,0,-4,-2,-1,-2,12,102,-2,102
CCCc1cc(=O)[nH]c(SCC(=O)c2cc(C)n(C3CC3)c2C)n1,101,0,0,-2,-3,-63,0,20,99,-2,101
Cc1cccc2[nH]c(CN(C)Cc3nc(CC4CC4)no3)nc12,98,-4,-2,-1,-3,-7,-6,8,98,-3,100
COc1ccc(/C=N/NC(=O)c2ccccc2)cc1CN1CCN(c2ccc(F)cc2)CC1,99,-4,0,0,-4,-79,-2,8,102,-3,104
O=C(OCc1nc2ccccc2s1)c1ccc(Br)o1,?,-1,-5,-1,0,-25,-3,11,99,0,100
O=C(NCCCn1ccnc1)c1sc2cccc(F)c2c1Cl,100,-3,-2,-1,-1,-3,-3,11,101,-10,101
CCN1CCN(Cc2ccc(OCc3ccccc3)c(OC)c2)CC1,98,1,0,0,0,14,0,11,96,0,100
CCCCn1c(=O)n(CC(=O)Nc2ccc(C)c(Cl)c2)c(=O)c2c1ncn2Cc1ccco1,93,-10,-6,2,3,-3,-10,24,90,-2,97
CN(C)/C=C(\C#N)C(=O)c1cccc(Oc2ccc(Br)cc2)c1,103,-8,-4,2,-5,-34,-10,44,105,0,103
Cc1ccccc1OCCCCCn1ccnc1,103,0,-2,-1,-3,1,-6,45,103,0,102
Cc1ccc(S(=O)(=O)NCCNC(=O)CN2CCCC2)cc1,98,3,-2,0,-3,-21,0,14,97,-1,100
CC1(C2CC(C(F)(F)F)n3nc(C(=O)O)cc3N2)CC1 (configuration not stated),99,0,2,4,0,-76,-3,19,104,4,104

(cont.)
structure,RGS7-Gao,Bim-Bcl-2,Bim-Bcl-B,Bcl-W Bim block,Bim-Bcl-XL,Mcl1 Bid PPI,Bim-Bfl-1,GSH fluor,RGS4-Gao reg,Mcl-1 Bim block,RGS8-Gao
Cc1cc(C)n(CC(=O)c2cccc([N+](=O)[O-])c2)n1,?,-4,-1,0,-2,-28,-2,15,100,0,101
CNC(=S)Nc1sc2c(c1C(=O)OC)CCC2,106,-7,-10,0,-1,-114,-2,12,105,-2,102
c1ccc(-c2cc(CSc3nc4ccccc4[nH]3)on2)cc1,93,-3,-2,-1,-1,7,0,22,95,-2,99
Cc1cccc(N(CC(=O)N=Nc2c(O)[nH]c3ccccc23)S(C)(=O)=O)c1C,95,-2,0,2,-1,-3,-9,23,100,4,97
O=C(Cn1cnc2ccccc2c1=O)NCCC(=O)N1CCN(c2ccccc2)CC1,96,-14,-7,1,4,-30,-11,25,101,0,100
CCOC(=O)CSc1nc2c(sc(=S)n2Cc2ccco2)c(=O)n1-c1ccc(F)cc1,91,-6,-9,2,-1,-15,-9,15,93,-1,95
Cc1ccc(Cn2nc(C)c(NC(=O)c3cc(-c4ccco4)on3)c2C)cc1,100,4,0,-1,-1,10,0,15,99,2,101
Cc1cc(=O)[nH]c(SCC(=O)N(CCC#N)c2ccccc2)c1C#N,?,-2,-1,-1,-2,-13,-5,14,100,2,99
NS(=O)(=O)c1ccc(NC(=O)COC(=O)CCc2c[nH]c3ccccc23)cc1,?,-9,-5,-3,-3,-20,-8,15,102,-2,101
O=C(CCC1CCCN(C(=O)c2ccc3c(c2)OCO3)C1)NCc1ccc(F)c(F)c1 (configuration not stated),102,1,0,1,-2,-8,-2,15,103,0,102
COC(=O)CSc1nnc(-c2ccc(S(=O)(=O)NCc3ccccc3Cl)cc2)o1,111,2,1,1,21,-6,3,37,111,0,104
O=C(CN1CC(=O)Oc2ccccc21)OCC(=O)c1ccc(F)cc1,90,-6,-3,-2,-4,-54,-10,9,84,-4,91
Cc1nn(Cc2ccc(F)cc2)c(Cl)c1/C=N/NC(=O)c1cccnc1,87,-9,-9,-1,-3,-6,-19,9,89,0,92
Cc1ccc(NC(=O)c2ccc(Cl)cc2[N+](=O)[O-])nc1,93,1,4,-3,0,3,3,12,96,-3,98
COc1ccc(C(=O)N(c2ccccc2)C2C=CS(=O)(=O)C2)cc1 (configuration not stated),93,0,3,0,0,-15,-2,28,94,0,99
COC(=O)C1CCN(C(=O)c2ccc(SC)cc2OC)CC1,113,0,1,0,3,-52,1,6,107,-1,105
O=C(NC1CCCCC1)c1cccc(S(=O)(=O)N2CCOCC2)c1,98,1,-7,1,0,-4,7,28,99,0,100
O=C(Cn1nc(C(F)(F)F)c2c1CCCC2)N1CCOCC1,102,-1,-3,-1,0,-22,-5,14,104,-3,105
COc1ccc(OC)c(S(=O)(=O)NCc2cn3ccsc3n2)c1,100,0,-2,-5,-2,-1,1,25,100,-3,91
CCOC(=O)c1ccc2nc(Nc3nc4ccc(F)cc4s3)sc2c1,104,0,-6,-2,-3,39,1,4,103,-6,102
CCc1nn(CC(=O)NCCCN2CCCC2=O)c(=O)c2cc3sccc3n12,110,0,0,-1,4,-15,0,26,111,3,129
Cc1ccc2cc(C#N)c(N3CCCN(C(=O)C4CCCO4)CC3)nc2c1 (configuration not stated),104,3,-1,3,0,·,-1,33,104,1,101
CC1CN(CCc2ccccc2)c2nc3c(c(=O)[nH]c(=O)n3C)n2C1 (configuration not stated),104,-6,-5,0,-5,7,-8,65,100,-1,101
CCCC(C)NC(=O)COC(=O)c1ccc(Cl)c(S(N)(=O)=O)c1 (configuration not stated),106,-3,-3,-3,-3,-21,-8,79,102,-2,102
NC(=O)N/N=C\c1cc(Br)ccc1O,99,0,-6,-2,-4,-45,-2,5,101,-5,99
O=C(CCCOc1ccc(Cl)cc1Cl)Nc1ccncc1,·,-8,-8,3,-5,-6,-10,40,·,-3,·
CCOC(=O)C1=C(C)N(C)C(=O)C1CC(=O)O (configuration not stated),96,-1,1,0,1,-20,-1,22,101,-1,100
CCOC(=O)C1=C(C)NC(SCC(=O)O)=NC1c1ccccc1 (configuration not stated),98,-12,-9,-2,-10,-8,-18,24,101,-3,102
CC(=O)c1ccc(N2CCCCCC2)c(F)c1,103,-1,1,0,5,-40,1,53,97,-2,96
O=C(O)CCCn1c(=S)[nH]c2c(sc3ccc([N+](=O)[O-])cc32)c1=O,104,-1,-12,-4,-9,-38,3,8,101,-19,98

Arranged by SMILES length (highest first): part of the list above.
structure,RGS7-Gao,Bim-Bcl-2,Bim-Bcl-B,Bcl-W Bim block,Bim-Bcl-XL,Mcl1 Bid PPI,Bim-Bfl-1,GSH fluor,RGS4-Gao reg,Mcl-1 Bim block,RGS8-Gao
Cc1cccc(N(CC(=O)N=Nc2c(O)[nH]c3ccccc23)S(C)(=O)=O)c1C,95,-2,0,2,-1,-3,-9,23,100,4,97
Cc1ccc2cc(C#N)c(N3CCCN(C(=O)C4CCCO4)CC3)nc2c1 (configuration not stated),104,3,-1,3,0,·,-1,33,104,1,101
CCOC(=O)C1=C(C)N(C)C(=O)C1CC(=O)O (configuration not stated),96,-1,1,0,1,-20,-1,22,101,-1,100

Next part.
structure,RGS7-Gao,Bim-Bcl-2,Bim-Bcl-B,Bcl-W Bim block,Bim-Bcl-XL,Mcl1 Bid PPI,Bim-Bfl-1,GSH fluor,RGS4-Gao reg,Mcl-1 Bim block,RGS8-Gao
O=C(NC(=S)N1CCc2ccccc21)c1ccccc1Br,90,-2,-3,-4,-4,29,-2,12,95,0,96
CC1(C)C(C=C(Cl)Cl)C1C(=O)N(Cc1ccc(Cl)cc1)C1CCS(=O)(=O)C1 (configuration not stated),92,-9,-8,-6,-6,13,-12,9,97,-3,98
C/C(=N\O)c1ccc2c3c([nH]c2c1)CCCC3,94,0,0,6,1,·,2,33,94,1,99
CCN(c1ccccc1)S(=O)(=O)c1ccc(Cl)c(NC(=O)CSc2nncs2)c1,96,14,20,23,28,2,22,8,97,19,96
Fc1ccc(-c2nn(-c3ccccc3)cc2CNCc2ccccc2)cc1,?,-5,-7,-3,-5,-6,-10,15,102,-2,104
O=C(OCCCN1CCCC1)C1(c2ccccc2)CCCC1,96,-7,-7,-2,-1,-8,-10,31,98,-1,99
COCCSc1nnc(NC(=O)C(C)(C)C)s1,106,-7,-4,0,0,28,-11,12,103,0,104
O=C(c1ccccc1)C1C(=O)c2ccccc2C1=O,102,-9,-12,3,-5,22,-10,10,108,-4,100
CC1CCc2cc(F)ccc2N1C(=O)c1ccc2c(c1)OCO2 (configuration not stated),103,-1,0,-2,-1,1,0,12,100,-1,103
CCOC(=O)CCCCC(=O)c1[nH]c(=O)[nH]c1CSCCO,101,-9,-9,1,3,-8,-12,64,104,-1,102
COC(=O)c1[nH]nc2c1C(=O)N(C1CCCCC1)C2=O,103,-3,-5,-2,-3,5,-4,68,103,0,101
